NPR1 activator = GC-A stimulated cGMP production enhancers – HEK293 GC-A cells, cGMP TR-FRET, EC30 ANP, primary screen; 0% at EC30 ANP, 100% saturating ANP; activation, % at 10 µM; actives 0.14% (n = 370,000); AID 1671463, 2021; in the data active means activation above about 40%
hgDAF12 agonist = H. glycines DAF-12 receptor agonists, primary screen, cell-based, luminescence, HEK293, GAL4 fusion, UAS-luciferase; activation, % at 6.8 µM; HEK293 GAL4-hgDAF12 UAS-luciferase reporter, agonist luminescence; normalized to butyrate control; actives 1.8% (n = 370,000); Nuclear hormone receptor DAF-12 (Heterodera glycines), GAL4 fusion;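 active means activation above a cutoff set at the mean of all screened compounds plus 3 SD, cut at about 10% in these data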;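 further: 0% = DMSO wells and 100% = sodium butyrate wells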
GC-B act = human GC-B receptor activators, primary screen, HEK293 GC-B cells, cGMP TR-FRET, EC30 CNP; Atrial natriuretic peptide receptor 2 (Homo sapiens), P20594; 0% at EC30 CNP, 100% saturating CNP; activation, % at 10 µM; actives 0.11% (n = 370,000); AID 1920062, 2024;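 active means activation at 10 µM reaching about 35% in either raw or pattern-adjusted values, limit read from the data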
SMARCA2 activ = SMARCA2 (BRM) function activators, primary screen, cell-based, luminescence, high throughput | MG213 cells, MMTV-luciferase reporter, dexamethasone, overnight | activation, % at 9.1 µM | actives 1% (n = 370,000) | AID 652017, 2013; in the data active means activation above about 7.8%;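 further: 0% = vehicle wells and 100% = reference activator wells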
DAX1 inh-1 = DAX1 (NR0B1) inhibitors on StAR promoter, primary screen, cell-based, luminescence, SF-1 (NR5A1), full-length DAX-1; HEK293T StAR-luciferase reporter, SF-1/DAX-1 repression relief; inhibition, % at 6.8 µM; actives 1.1% (n = 370,000); AID 652010, 2013;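 active means inhibition above the mean over all tested compounds plus 3 SD, cut at about 3.6% in these data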;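 further: 0% = DAX-1 cells with DMSO and 100% = cells lacking DAX-1 with DMSO; higher inhibition means more luminescence from relief of DAX-1 repression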
FXN GAA850 act = FXN promoter activators, primary screen, cell-based, luciferase luminescence, HEK293 lucGAA850; activation, % at 6 µM; AID 540364, 2011; actives 0.56% (n = 360,000); HEK293 lucGAA850 FXN promoter luciferase reporter, 24 h; percent of 10 µM SAHA response;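 active means activation above the average of all compounds screened plus 3 SD, cutoff fixed separately per campaign, cut at about 7.5% in these data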;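 further: 0% = DMSO wells and 100% = 10 µM SAHA wells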
hcDAF12 agonist = H. contortus DAF-12 nuclear receptor activators, primary screen, cell-based, luminescence, HEK293, lit1-tk-luc reporter. HEK293 hcDAF-12 lit1-tk-luc reporter; 0% DMSO, 100% Δ7-dafachronic acid. activation, % at 6.8 µM. actives 1.4% (n = 370,000). AID 652067, 2013;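 active means activation above the mean of all tested compounds plus 3 SD, cut at about 5.5% in these data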;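 further: 100% = response to 3 µM Δ7-dafachronic acid high control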
ADAM10 inh = human ADAM10 inhibitors, primary screen, biochemical, QFRET, HTS. inhibition, % at 7 µM. Disintegrin and metalloproteinase domain-containing protein 10 (Homo sapiens), O14672. actives 0.62% (n = 370,000). recombinant ADAM10, EDANS/DABCYL FRET peptide cleavage, 3 h;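 active means inhibition above a per-campaign cutoff equal to the mean of compounds falling between control-based bounds plus 3 SD, cut at about 20% in these data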;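 further: 0% = DMSO wells while the 100% control is not disclosed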
Target sequence (O14672 214-748 limits assumed): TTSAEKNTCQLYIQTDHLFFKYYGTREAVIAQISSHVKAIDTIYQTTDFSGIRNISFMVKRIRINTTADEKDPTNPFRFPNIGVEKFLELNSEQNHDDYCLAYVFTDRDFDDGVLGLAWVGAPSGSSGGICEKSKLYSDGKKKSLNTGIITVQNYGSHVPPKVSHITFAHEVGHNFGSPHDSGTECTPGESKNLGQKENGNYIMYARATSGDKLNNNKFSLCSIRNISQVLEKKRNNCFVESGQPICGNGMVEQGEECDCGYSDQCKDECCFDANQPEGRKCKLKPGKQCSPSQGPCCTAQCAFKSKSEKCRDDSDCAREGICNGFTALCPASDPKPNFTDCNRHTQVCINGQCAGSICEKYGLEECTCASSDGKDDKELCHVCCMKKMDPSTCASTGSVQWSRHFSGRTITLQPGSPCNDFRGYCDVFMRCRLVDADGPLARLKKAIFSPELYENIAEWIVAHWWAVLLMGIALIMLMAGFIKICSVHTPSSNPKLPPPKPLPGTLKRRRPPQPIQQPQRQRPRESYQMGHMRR
ssDAF12 agonist = S. stercoralis DAF-12 nuclear receptor activators, primary screen, cell-based, luminescence, HEK293, GRIP1 co-expression, lit1-tk-luc; Nuclear hormone receptor DAF-12 (Strongyloides stercoralis); HEK293 ssDAF-12/GRIP1 lit1-tk-luc reporter; % of 3 µM dafachronic acid response; activation, % at 6.8 µM; actives 1% (n = 370,000); AID 652126, 2013;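 active means activation above the mean over all tested compounds plus 3 SD, cut at about 0.9% in these data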;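 further: 0% = DMSO-only wells and 100% = 3 µM delta7-dafachronic acid wells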
sPLA2-III inh = human group III sPLA2 inhibitors, primary screen, biochemical, QFRET, BODIPY PC-A2 liposome substrate; QFRET BODIPY PC-A2 liposome hydrolysis, fluorescence; actives 0.56% (n = 370,000); AID 743126, 2013; inhibition, % at 12.2 µM;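 active means inhibition above mean plus 3 SD of compounds lying within the high and low control bounds, cut at about 19% in these data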;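 further: 0% = median of test compound wells and 100% = no enzyme DMSO wells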
Target sequence (Q9NZ20 whole entry, looked up): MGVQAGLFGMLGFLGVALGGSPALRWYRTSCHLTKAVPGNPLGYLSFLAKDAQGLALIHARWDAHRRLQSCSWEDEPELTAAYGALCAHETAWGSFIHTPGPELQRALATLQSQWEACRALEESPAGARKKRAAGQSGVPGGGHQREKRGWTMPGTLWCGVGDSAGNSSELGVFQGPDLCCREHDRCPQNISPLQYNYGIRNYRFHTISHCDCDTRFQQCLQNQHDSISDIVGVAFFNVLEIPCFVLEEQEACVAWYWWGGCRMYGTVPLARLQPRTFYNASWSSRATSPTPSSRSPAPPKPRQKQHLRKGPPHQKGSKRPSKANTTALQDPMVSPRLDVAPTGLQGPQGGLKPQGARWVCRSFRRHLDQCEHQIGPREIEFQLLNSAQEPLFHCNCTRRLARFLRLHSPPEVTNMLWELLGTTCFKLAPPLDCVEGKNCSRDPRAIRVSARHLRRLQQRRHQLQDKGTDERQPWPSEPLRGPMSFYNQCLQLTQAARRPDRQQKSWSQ
DAX1 inh-2 = DAX1 (NR0B1) inhibitors, primary screen, cell-based, HEK293, Gal4-DAX1, luciferase luminescence; Nuclear receptor subfamily 0 group B member 1 (Homo sapiens), P51843; HEK293 Gal4-DAX1 luciferase reporter; inhibition, % at 6.75 µM; actives 0.99% (n = 340,000); AID 504766, 2011;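 active means inhibition above the mean over all tested compounds plus 3 SD, cut at about 4.2% in these data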;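 further: 0% = DAX1-transfected cells with DMSO and 100% = empty-vector control cells with DMSO; inhibition shows as a rise in luminescence from relieved DAX1 repression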
Active calls of the source: *; i = inactive; x = no result given. The order is random. About 6.6% of those tested had a hit in this group.

SMILES	NPR1 activator	hgDAF12 agonist	GC-B act	SMARCA2 activ	DAX1 inh-1	FXN GAA850 act	hcDAF12 agonist	ADAM10 inh	ssDAF12 agonist	sPLA2-III inh	DAX1 inh-2
O=C(Nc1cccc(Cl)c1)c1nc[nH]c1C(=O)N1CCN(c2ccccc2)CC1	-4	8.0	-2	0	-0.1	-0.6	0.8	-1	-0.6	0	1.3
O=C(CC(c1ccccc1)c1ccccc1)OCn1nnc2ccccc2c1=O	2	0.2	3	1	0.4	0.3	-1.0	2	-1.3	-15	0.2
CN(C)S(=O)(=O)c1ccc(Cl)c(NC(=O)COC(=O)CC(NC(N)=O)c2ccc(Cl)cc2)c1 (centres undefined)	-4	-0.7	4	1	-0.1	0.6	0.4	6	-1.2	-9	-1.1
COc1cccc(CN2C(=NC(=O)C3CCCO3)SC3CS(=O)(=O)CC32)c1 (centres undefined)	1	-0.5	3	-2	-0.6	1.6	-1.3	-12	-1.1	-1	-0.5
Cc1ccc(S(=O)(=O)Nc2ccc(Cl)cc2C(=O)c2ccc(F)cc2)cc1	1	3.0	2	0	-0.5	2.0	3.2	0	-1.2	-21	-0.5
COc1ccc(Cl)cc1NC(=O)CN(C)Cc1ccc(OC)c(OC)c1	-2	-2.4	2	0	-0.7	-1.7	-1.2	0	-2.1	-4	-0.9
CC(c1ccccc1)C(OC(=O)c1cccc([N+](=O)[O-])c1C(=O)O)c1ccccc1 (centres undefined)	1	-1.3	1	4	-0.5	0.2	-1.5	0	-1.2	-12	2.0
Cn1c(=O)[nH]c(=O)c2c1nc(N1CCNCC1)n2Cc1ccccc1Cl	0	0.7	-4	-1	0.0	-0.1	4.2	7	-0.9	4	-1.1
O=C(C[n+]1ccccc1)N/N=C/c1ccco1	3	1.9	4	-2	0.9	3.3	-0.6	0	-0.6	6	x
CCC1(CC)C(=O)C2=C3C1[C@H](C(=O)OC)C=C(C(=O)OC)C[C@H]3[C@H]1C(=O)NC(=O)[C@H]1[C@H]2C (some centres undefined)	-3	1.4	-7	2	0.5	2.8	-2.0	-2	-1.4	-1	-0.5
O=C(COc1ccc(S(=O)(=O)N2CCCC2)cc1)NCCC1=CCCCC1	5	-1.3	2	-2	1.1	-1.2	-1.2	-5	-1.4	-6	-0.8
COc1cc(OC)cc(C(=O)Nc2ccccc2C(=O)NCc2cccnc2)c1	-2	-0.6	-7	1	-0.7	0.3	-0.9	-1	-0.1	-10	-1.4
CNC(=S)N1C2CCC1CC(NC(=O)NC13CC4CC(CC(C4)C1)C3)C2 (centres undefined)	-1	-1.3	2	-3	1.3	-1.2	-1.1	-1	-1.3	10	-0.3
Cc1cc(C)c(S(=O)(=O)N2CCN(C(=O)N(C)C)CC2)c(C)c1	-3	-3.4	-5	-2	0.2	0.7	-0.9	3	-1.5	-2	x
S=C(Nc1ccc2c(c1)OCCO2)Nc1ccc2c(c1)OCO2	5	7.5	1	2	0.6	-3.4	0.5	-7	-1.1	2	-0.2
CC(=O)Nc1ccc(S(=O)(=O)N=S(C)C)cc1	4	0.3	12	2	0.0	0.9	-2.2	11	-1.0	0	-0.4
O=C(Nc1ccccn1)c1ccc2c(=O)n3c(nc2c1)CCCCC3	-1	20*	12	0	6.2*	4.2	4.9	1	0.5	-3	-0.8
C[C@H]1CN(C(=O)OC(C)(C)C)CCN1c1ccc(Br)c(C#N)c1	2	-2.2	2	-3	-2.2	x	-2.0	-27	-2.0	0	x
CC(Sc1nnc(C2CC2)n1C1CC1)C(=O)N(C)Cc1cccc(F)c1 (centres undefined)	-4	-1.6	1	1	-0.9	0.8	-1.3	0	-1.6	-5	0.3
COc1ccc(-c2ccc(-c3noc(-c4ccco4)n3)c(OC)n2)cc1	-4	4.4	-6	1	0.3	1.0	0.1	-287	0.3	3	-0.7
CC1CN(S(=O)(=O)c2ccc(C(=O)OCc3ccc(C#N)cc3)cc2)CC(C)O1 (centres undefined)	-2	-1.6	-4	-1	-0.6	0.4	-2.9	-4	-1.2	4	-0.4
COc1ccc(C2C3=C(CC(C)(C)CC3=O)Oc3ncn(Cc4ccco4)c(=N)c32)cc1 (centres undefined)	1	-1.2	-1	-3	-0.6	-0.1	-2.7	4	-1.8	-13	0.8
O=c1[nH]c(SCc2ccccc2)nnc1-c1ccccc1	2	1.7	-13	1	-0.5	2.3	2.9	1	-1.7	-2	0.7
C=CCn1c(C)cc(C(=O)CSc2ccc(NC(C)=O)cc2)c1C	-1	-0.7	3	-1	0.1	-2.5	-0.6	-2	-1.2	-2	1.6
CCn1c(N)c(C(=O)NCCCOC)sc1=S	3	-1.4	8	2	-0.3	0.4	-0.3	9	-1.7	-2	0.9

A few values from the results shown.
Result of CCn1c(N)c(C(=O)NCCCOC)sc1=S under ssDAF12 agonist: -1.7
Result of O=C(Nc1ccccn1)c1ccc2c(=O)n3c(nc2c1)CCCCC3 under SMARCA2 activ: 0

Continuation:
SMILES	NPR1 activator	hgDAF12 agonist	GC-B act	SMARCA2 activ	DAX1 inh-1	FXN GAA850 act	hcDAF12 agonist	ADAM10 inh	ssDAF12 agonist	sPLA2-III inh	DAX1 inh-2
Cc1c(O)cc2n(c1=O)-c1ccc(Cl)cc1C2(C)C	3	-1.6	3	1	0.7	2.5	0.0	4	-0.4	1	2.5
NC(=O)c1ccc(-n2nnnc2SCC(=O)Nc2ccc(N3CCOCC3)c(Cl)c2)cc1	0	0.9	-9	-2	0.1	0.1	2.8	3	-0.8	-3	0.4
COc1ccc(CNC(=O)CSc2nnc(C(F)(F)F)n2C)cc1	1	-2.9	3	-1	0.3	-0.8	3.5	1	-0.6	3	-2.0
S=C1CCSc2ccc(Cl)cc2N1	2	2.0	8	6	-0.9	0.1	-0.1	-1	-1.2	5	-1.4
NC(=O)Nc1ccc(C(=O)OCC(=O)N2CCc3ccccc3C2)cc1	4	-0.1	-5	-1	0.6	0.8	-0.1	-19	-1.4	9	-0.1
CCc1ccccc1NS(=O)(=O)c1ccc(SC)cc1	-7	-1.1	-6	-5	-0.5	-2.1	-2.3	6	-1.6	-22	0.0
COc1ccc(N(C)S(=O)(=O)c2cccc(C(=O)NC3CCCCCC3)c2)cc1	-2	4.2	-1	-5	-0.9	-1.6	-2.6	-3	-2.3	-4	-1.3
C=C1C[C@@H]2C[C@@H]2CN(S(=O)(=O)c2ccc(C)cc2)[C@@H]1COCc1ccccc1	-6	3.1	-11	-3	-0.4	x	-1.7	3	-1.4	-5	x
COc1cccc(C2CC(c3ccc(C)cc3)n3ncnc3N2)c1 (centres undefined)	-4	-0.5	2	0	1.4	2.7	1.2	-10	-1.4	-5	3.7
O=C(CCCC(=O)N(CC(=O)NC1CCCC1)Cc1ccc2c(c1)OCO2)Nc1ccccn1	1	-1.2	-4	-4	0.0	2.1	-0.3	3	-1.7	4	-0.7
Cc1ccccc1Nc1nc(N)nc(CSc2nnc(-c3ccccc3)n2C)n1	-10	-0.7	-9	0	-0.9	-1.2	0.0	1	-1.0	1	-0.9
C[C@@H]1CN([C@H](C)CO)C(=O)Cc2cc(NS(=O)(=O)c3cn(C)cn3)ccc2O[C@H]1CN(C)S(=O)(=O)c1ccc(Cl)cc1	0	0.0	0	-6	0.6	-2.8	-1.5	-4	0.0	5	1.7
CCOC(=O)C1CCN(C(=O)Nc2ccc3nccnc3c2)CC1	-2	-0.7	-10	0	-0.1	1.7	0.4	i	-1.3	-1	-0.8
O=C(c1ccco1)N1N=C(c2ccc(Br)cc2)CC1(O)C(F)(F)F (centres undefined)	6	-1.4	12	-1	-0.7	4.5	-2.0	-2	-1.1	-8	0.3
CNc1nc(OCC(F)(F)F)nc(OCC(F)(F)F)n1	1	0.0	5	0	-0.2	0.7	-1.5	-6	-1.6	2	0.0
O=C(O)c1cc(S(=O)(=O)N2CCN(C(=O)c3ccco3)CC2)c(Cl)cc1Cl	-1	1.2	6	4	0.2	-1.6	4.2	6	-0.2	0	-0.1
[O-][n+]1c2c(nn1-c1ccccc1Cl)-c1nonc1CC2	4	-0.1	4	-1	0.1	-1.9	-0.4	-8	-0.4	-1	-0.1
Cc1cnc(C(=O)OC(C(=O)Nc2cc(C(F)(F)F)ccc2Cl)c2ccccc2)cn1 (centres undefined)	-7	0.1	-10	-3	-1.8	1.0	-0.3	-15	-1.1	-6	0.2
Cc1cc(C)cc(C(=O)NCCn2cc(SCC(=O)N3CCOCC3)c3ccccc32)c1	-5	0.9	-17	-3	-1.2	-3.5	-1.1	9	-1.6	-9	-1.1
CC1(c2nnnn2Cc2ccccc2)CCSCC(=O)N1Cc1cccs1 (centres undefined)	-5	-0.8	-4	-1	0.3	x	-0.5	-3	-0.5	11	x
O=C(N/N=C/c1ccc(OCc2ccc(F)cc2)cc1)c1ccccc1	-5	6.4	-2	-1	-0.2	-1.2	2.4	-6	-0.3	-1	1.2
CC(C)NS(=O)(=O)c1ccc2c(c1)NCC2	1	-4.0	6	2	-0.2	1.7	-0.8	-1	-1.0	1	-0.4
CC(C)NC(=O)CSc1ccccc1C(=O)N1CCN(S(=O)(=O)Cc2ccccc2)CC1	0	-2.3	2	-3	0.1	0.1	0.2	0	-1.1	3	-0.1
CC(C)COc1ccc(C(=O)OCC(=O)NCc2cccs2)cc1	-2	-0.9	2	1	1.4	-1.6	1.9	4	-1.1	-4	1.1
O=C(CSc1ccccc1)N1CCCC(Nc2ccccc2)C1 (centres undefined)	2	2.0	0	-3	-0.4	-0.2	-1.1	-2	-0.5	0	0.0
COc1ccccc1/C=C\C=N\n1c(-c2ccc(Cl)cc2)n[nH]c1=S	-1	-0.6	-6	0	-0.4	2.3	1.0	-5	-1.3	3	0.8
CC1(C)CNC(=O)CC(C)(C)N1	2	-4.5	0	2	-0.2	-1.3	1.9	2	-0.6	1	1.6
CCC(C)c1ccccc1OCCn1ccnc1 (centres undefined)	3	-2.0	2	0	0.4	1.3	-2.9	-1	-1.8	-24	4.2
CCOC(=O)[C@]12CCCC=C1N(Cc1cccc3ccccc13)C(=O)[C@H](CC(=O)NCC13CC4CC(CC(C4)C1)C3)C2	-1	-1.7	-1	0	-0.3	x	-1.5	4	-0.7	-9	x

Screening data deposited in PubChem by several laboratories.
